Assay outcomes deposited in PubChem BioAssay by Broad Institute.
C diff growth: C. difficile growth inhibition; Clostridium difficile clinical isolate growth, OD600, 24 h; active compounds read low; growth activity, negative = inhibition, % at 16 µg/mL (by protocol); hit rate 0.25% among 86,000;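 active means mean growth activity at or below -80% and every replicate also at or below -80%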;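 further: 0% = DMSO wells and -100% = levofloxacin 16 µg/mL wells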
GASC1 inh: KDM4C (human) demethylase inhibition; inhibition, % at 12.5 µM; hit rate 0.15% among 96,000; Q9H3R0; GST-KDM4C 2-372, H3K9me3 peptide, LANCE TR-FRET;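 active means mean replicate inhibition above about 25%, with at least 55% of replicates also reaching it, limit read from the data, passing the limit was not always enough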
Target sequence (Q9H3R0 2-372 limits assumed): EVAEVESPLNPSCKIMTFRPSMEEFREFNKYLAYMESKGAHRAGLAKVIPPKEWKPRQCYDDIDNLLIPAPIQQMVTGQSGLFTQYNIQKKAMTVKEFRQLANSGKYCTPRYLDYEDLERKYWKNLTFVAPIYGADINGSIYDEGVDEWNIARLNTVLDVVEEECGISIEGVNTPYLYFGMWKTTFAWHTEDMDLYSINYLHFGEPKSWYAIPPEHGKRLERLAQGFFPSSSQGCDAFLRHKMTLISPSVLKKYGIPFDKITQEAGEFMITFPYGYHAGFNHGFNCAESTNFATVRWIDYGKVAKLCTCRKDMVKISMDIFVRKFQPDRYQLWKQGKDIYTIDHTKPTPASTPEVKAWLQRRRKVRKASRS
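Material: GST-tagged GASC-1 (JMJD2C) catalytic fragment, aa 2-372 / Quantity: enzyme final amount 10 nM / Medium: HEPES buffer, pH 7.5, plus ascorbate / Doses: one test concentration per compound / Incubation: 30 min reaction, 60 min detection, RT / Measured by: LANCE TR-FRET / Read-out: inhibition from TR-FRET ratio decrease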
T cruzi growth: inhibitors of T. cruzi proliferation; T. cruzi beta-gal in NIH3T3, GalScreen luminescence, 90 h; inhibition, % at 8.34 µM; hit rate 5.9% among 77,000;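 active means mean inhibition above about 93%, with at least 55% of replicates each passing it, limit read from the data, passing the limit was not always enough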
Pf Dd2 inh: blocks growth of Plasmodium falciparum Dd2 parasites; P. falciparum Dd2 growth, SYBR Green, 72 h; active compounds read low; activity change, % at 10 µM; hit rate 2.3% among 94,000; in the data active means activity change below about -80%
Numbers without * were called inactive; & = joins results of further samples.

How did C[C@@H]1CN([C@@H](C)CO)C(=O)c2cccc(NC(=O)C3CC3)c2O[C@@H]1CN(C)CC1CCCCC1 do in these assays?
C diff growth: -1.1; GASC1 inh: 0.0; T cruzi growth: -10.8; Pf Dd2 inh: 5.5

What do the screens show for `C[C@H]1CN([C@@H](C)CO)S(=O)(=O)c2ccc(-c3ccccc3F)cc2O[C@H]1CN(C)C`?
C diff growth: 4.3; GASC1 inh: 1.0; T cruzi growth: 63.9; Pf Dd2 inh: -10.5

How did Cc1noc(C)c1S(=O)(=O)Nc1ccc2c(c1)C(=O)N([C@@H](C)CO)C[C@@H](C)[C@H](CN(C)C(=O)Nc1ccc3c(c1)OCO3)OCCCC[C@@H](C)O2 do in these assays?
C diff growth: -3.6; GASC1 inh: 3.5; T cruzi growth: 46.4; Pf Dd2 inh: -74.3

Results for COc1ccc(NC(=O)N(C)C[C@@H]2OCCCC[C@H](C)Oc3ccc(NS(=O)(=O)c4cccs4)cc3C(=O)N([C@H](C)CO)C[C@@H]2C)cc1 ?
C diff growth: -0.4; GASC1 inh: 1.5; T cruzi growth: 40.6; Pf Dd2 inh: -11.6

What do the screens show for `CN1C[C@@H]2[C@H](c3ccccc31)[C@@H](CO)N2C(=O)CN1CCOCC1`?
C diff growth: 1.4; GASC1 inh: -0.3; T cruzi growth: 31.9; Pf Dd2 inh: 14.2

What do the screens show for `C[C@@H]1CN([C@@H](C)CO)S(=O)(=O)c2ccc(-c3cccc(C#N)c3)cc2O[C@H]1CN(C)C(=O)Nc1ccccc1F`?
C diff growth: -3.3; GASC1 inh: 1.2; T cruzi growth: 86.1; Pf Dd2 inh: -52.4

Results for COc1cccc(CN(C)C[C@@H]2OCc3ccccc3-c3ccccc3C(=O)N([C@@H](C)CO)C[C@@H]2C)c1 ?
C diff growth: -8.0; GASC1 inh: 3.4; T cruzi growth: 48.9; Pf Dd2 inh: -11.6

Results for CC(=O)N1[C@H](CO)[C@H](c2ccccc2)[C@H]1CN(C(=O)c1ccccc1F)C(C)C ?
C diff growth: 2.6; GASC1 inh: -2.6; Pf Dd2 inh: 5.3

What do the screens show for `CC=Cc1ccc2n(c1=O)C[C@H]1[C@H](CO)[C@@H](C(=O)NCC3CCCCC3)N(C(=O)CC)[C@@H]21` (mixture of isomers)?
C diff growth: 0.3; GASC1 inh: 1.2; T cruzi growth: 3.9; Pf Dd2 inh: 12.6

What do the screens show for `CCCC(=O)Nc1ccc2c(c1)C(=O)N(C)C[C@@H](OC)[C@@H](C)CN(C(=O)c1ccncc1)[C@H](C)CO2`?
C diff growth: 1.6; GASC1 inh: -0.7; T cruzi growth: -16.3; Pf Dd2 inh: 2.2

How did Cc1ccc(S(=O)(=O)N(C)C[C@H]2Oc3cc(C#Cc4ccncc4)ccc3S(=O)(=O)N([C@H](C)CO)C[C@@H]2C)cc1 do in these assays?
C diff growth: 1.7; GASC1 inh: -18.2; T cruzi growth: 45.1; Pf Dd2 inh: -81.3*

Results for Cc1ccc(-c2ccc3c(c2)O[C@@H](CN(C)C(=O)CN(C)C)[C@H](C)CN([C@H](C)CO)S3(=O)=O)cc1 ?
C diff growth: -3.9; GASC1 inh: -4.4; T cruzi growth: 33.2; Pf Dd2 inh: -63.6

Results for C[C@@H]1CN([C@@H](C)CO)S(=O)(=O)c2ccc(-c3ccc(C(=O)N(C)C)cc3)cc2O[C@@H]1CN(C)Cc1ccccc1C(=O)O ?
C diff growth: -11.3; GASC1 inh: 2.1; T cruzi growth: -10.6; Pf Dd2 inh: 25.1

How did CO[C@H]1CN(C)C(=O)c2ccc(NC(=O)C3CC3)cc2OC[C@H](C)N(C(=O)c2ccccc2F)C[C@H]1C do in these assays?
GASC1 inh: -1.5; T cruzi growth: -10.8; Pf Dd2 inh: 13.3

How did COc1ccc2c3c([nH]c2c1)[C@@H](CO)N(C(=O)c1ccccc1)CC31CCN(C(=O)NC(C)C)CC1 do in these assays?
C diff growth: -4.2; GASC1 inh: -0.4; Pf Dd2 inh: -5.8

Results for Cc1ccccc1S(=O)(=O)N1C[C@H](O)COC[C@H]2O[C@@H](CC(=O)N3CCC(Cc4ccccc4)CC3)CC[C@@H]21 ?
C diff growth: -0.2; GASC1 inh: -0.5; T cruzi growth: 79.1; Pf Dd2 inh: -19.6

How did COc1ccc(-c2ccc([C@H]3[C@@H](CO)N4C(=O)CN(Cc5ccc(F)cc5)C[C@@H]34)cc2)cc1 do in these assays?
C diff growth: 2.9; GASC1 inh: 2.3; Pf Dd2 inh: -30.8

What do the screens show for `CC(=O)N1CC2(C1)[C@@H](c1ccc(-c3ccc(F)cc3)cc1)[C@@H](CO)N2C(C)=O`?
C diff growth: -6.9; GASC1 inh: 1.9; Pf Dd2 inh: -6.8

What do the screens show for `CO[C@@H]1CN(C)C(=O)c2cc(NC(=O)Nc3cccc(F)c3)ccc2OC[C@H](C)N(C(=O)Nc2c(C)noc2C)C[C@H]1C`?
GASC1 inh: -0.9; T cruzi growth: 31.8; Pf Dd2 inh: -49.6

How did C[C@H]1CN([C@@H](C)CO)S(=O)(=O)c2ccc(-c3cccnc3)cc2O[C@@H]1CN(C)Cc1ccccn1 do in these assays?
C diff growth: -1.1; GASC1 inh: 0.2; T cruzi growth: 80.2; Pf Dd2 inh: -16.2

How did Cc1ccc(S(=O)(=O)N(C)C[C@@H]2Oc3ccc(NS(=O)(=O)c4cccs4)cc3CC(=O)N([C@H](C)CO)C[C@H]2C)cc1 do in these assays?
C diff growth: 3.4; GASC1 inh: -1.8; T cruzi growth: 49.0; Pf Dd2 inh: -7.6

What do the screens show for `COc1ccc(NC(=O)Nc2ccc3c(c2)C(=O)N([C@@H](C)CO)C[C@@H](C)[C@H](CN(C)Cc2ccc(C(F)(F)F)cc2)O3)cc1`?
C diff growth: -1.0; GASC1 inh: -0.8; T cruzi growth: 111.2*; Pf Dd2 inh: -11.4

How did O=C(C[C@@H]1C=C[C@@H](NC(=O)Nc2cc(F)ccc2F)[C@H](CO)O1)NCc1ccccn1 do in these assays?
C diff growth: -0.4; GASC1 inh: -0.4; T cruzi growth: -10.3; Pf Dd2 inh: 6.3

What do the screens show for `Cc1cccc(S(=O)(=O)N[C@H]2CC[C@H](CCn3cc(-c4ccccn4)nn3)O[C@@H]2CO)c1`?
C diff growth: -1.7; GASC1 inh: -0.2; T cruzi growth: 45.4; Pf Dd2 inh: 1.5

What do the screens show for `C[C@@H]1CN([C@@H](C)CO)S(=O)(=O)c2ccc(-c3ccc(C#N)cc3)cc2O[C@@H]1CN(C)Cc1ccccn1`?
C diff growth: 4.1&-2.6; GASC1 inh: 4.3; T cruzi growth: 27.4; Pf Dd2 inh: -32.4&-2.7

Results for COc1ccc(NC(=O)N(C)C[C@@H]2Oc3ccc(NC(=O)C4CCCCC4)cc3C(=O)N([C@H](C)CO)C[C@H]2C)cc1 ?
C diff growth: -0.3; GASC1 inh: -1.3; T cruzi growth: 17.1; Pf Dd2 inh: 4.0

How did CNC[C@H]1Oc2ccc(NS(=O)(=O)c3ccc(F)cc3)cc2C(=O)N([C@@H](C)CO)C[C@@H]1C do in these assays?
C diff growth: 0.6; GASC1 inh: -1.7; T cruzi growth: -23.0; Pf Dd2 inh: -10.3

What do the screens show for `O=C(C1CCOCC1)N1C[C@H]2[C@@H](c3ccccc31)[C@@H](CO)N2Cc1ccccc1`?
C diff growth: -2.1; GASC1 inh: 3.0; T cruzi growth: 50.9; Pf Dd2 inh: 15.5

How did C[C@H]1CN([C@@H](C)CO)C(=O)c2cccc(NC(=O)C3CC3)c2O[C@@H]1CN(C)C(=O)Nc1ccc(C(F)(F)F)cc1 do in these assays?
C diff growth: -0.5; GASC1 inh: 0.4; T cruzi growth: 22.2; Pf Dd2 inh: 1.5

What do the screens show for `C[C@H](CO)N1C[C@H](C)[C@@H](CN(C)S(C)(=O)=O)Oc2ccc(NC(=O)Nc3cccc4ccccc34)cc2C1=O`?
C diff growth: -3.1; GASC1 inh: 0.0; Pf Dd2 inh: -37.2

Results for C[C@@H]1CN([C@@H](C)CO)C(=O)c2cc(NS(C)(=O)=O)ccc2O[C@@H]1CN(C)Cc1ccc(C(F)(F)F)cc1 ?
C diff growth: 4.6; GASC1 inh: 0.1; T cruzi growth: 3.7; Pf Dd2 inh: -8.4

Results for CCC(=O)Nc1ccc2c(c1)OC[C@@H](C)N(C(=O)Cc1cccnc1)C[C@@H](C)[C@H](OC)CN(C)C2=O ?
GASC1 inh: -1.1; T cruzi growth: 21.0; Pf Dd2 inh: 17.1

Results for O=C(Nc1ccc(Cl)c(Cl)c1)N[C@@H]1CC[C@H](CCn2cc(C3CCCC3)nn2)O[C@@H]1CO ?
C diff growth: -16.3; GASC1 inh: -0.2; Pf Dd2 inh: -59.0

Results for C[C@H]1CN([C@@H](C)CO)C(=O)c2cc(NS(C)(=O)=O)ccc2O[C@H]1CN(C)C(=O)Nc1ccc(C(F)(F)F)cc1 ?
C diff growth: 1.7; GASC1 inh: -0.8; T cruzi growth: 15.7; Pf Dd2 inh: -2.8

How did O=C(C1CCCC1)N1CC2(C1)[C@H](c1ccccc1)[C@H](CO)N2CCC(F)(F)F do in these assays?
C diff growth: 0.4; GASC1 inh: -1.5; Pf Dd2 inh: 8.5

How did COc1ccc(NC(=O)N(C)C[C@@H]2Oc3c(NS(C)(=O)=O)cccc3C(=O)N([C@H](C)CO)C[C@@H]2C)cc1 do in these assays?
C diff growth: 3.0; GASC1 inh: 1.0; T cruzi growth: -38.5; Pf Dd2 inh: 32.9

How did CC(=O)NC[C@@H]1[C@H](c2ccccc2)[C@@H](CO)N1C(=O)Cc1cccnc1 do in these assays?
C diff growth: 5.5; GASC1 inh: -0.8; T cruzi growth: -5.5; Pf Dd2 inh: -5.4

Results for C[C@@H]1CCCCO[C@H](CN(C)Cc2ccc(Cl)c(Cl)c2)[C@@H](C)CN([C@H](C)CO)C(=O)c2cc(NC(=O)c3ccccc3)ccc2O1 ?
C diff growth: 8.2; GASC1 inh: 0.2; T cruzi growth: 94.3; Pf Dd2 inh: -68.3

What do the screens show for `C[C@H](CO)N1C[C@H](C)[C@H](CN(C)C(=O)NC2CCCC2)Oc2ncc(-c3cccc(F)c3)cc2C1=O`?
C diff growth: -0.5; GASC1 inh: -0.6; T cruzi growth: -49.3; Pf Dd2 inh: -44.9

What do the screens show for `C[C@@H]1CN([C@H](C)CO)C(=O)Cc2cc(NS(=O)(=O)c3ccc(Cl)cc3)ccc2O[C@H]1CN(C)S(=O)(=O)c1ccc(F)cc1`?
C diff growth: 7.4; GASC1 inh: -3.4; T cruzi growth: -5.5; Pf Dd2 inh: -7.5

How did O=C(CC1CC1)N1[C@H](CO)[C@H]2c3ccccc3N(S(=O)(=O)c3ccccc3)C[C@H]21 do in these assays?
C diff growth: 0.0; GASC1 inh: -1.8; T cruzi growth: 15.7; Pf Dd2 inh: -3.2

How did O=C(NC[C@H]1[C@H](c2ccccc2)[C@@H](CO)N1C(=O)Cc1ccncc1)C1CCC1 do in these assays?
C diff growth: -3.9; GASC1 inh: 2.2; T cruzi growth: 28.1; Pf Dd2 inh: 1.7

What do the screens show for `CCCN1C[C@H](C)[C@H](OC)CN(C)C(=O)c2cc(NC(=O)NC3CCCCC3)ccc2OC[C@H]1C`?
GASC1 inh: -1.1; T cruzi growth: 4.2

Results for O=C(c1ccc(F)cc1)N1CC[C@@H]2[C@H](CO)Nc3ccc(C#Cc4ccc(F)cc4)cc3[C@@H]21 ?
C diff growth: 8.2; GASC1 inh: -0.7; T cruzi growth: 27.8; Pf Dd2 inh: -56.8

What do the screens show for `COc1ccccc1C#Cc1ccc2c(c1)[C@@H]1NCC[C@@H]1[C@H](CO)N2`?
C diff growth: 0.3; GASC1 inh: 0.1; Pf Dd2 inh: -90.2*

Results for C[C@H](CO)N1C[C@H](C)[C@@H](CN(C)Cc2ccccc2)Oc2ncc(C3=CCCC3)cc2C1=O ?
C diff growth: -2.5; GASC1 inh: 13.7; T cruzi growth: 24.5; Pf Dd2 inh: -30.8

Five neighbouring compounds already listed:
How did CC(=O)NC[C@@H]1[C@H](c2ccccc2)[C@@H](CO)N1C(=O)Cc1cccnc1 do in these assays?
C diff growth: 5.5; GASC1 inh: -0.8; T cruzi growth: -5.5; Pf Dd2 inh: -5.4

Results for C[C@@H]1CCCCO[C@H](CN(C)Cc2ccc(Cl)c(Cl)c2)[C@@H](C)CN([C@H](C)CO)C(=O)c2cc(NC(=O)c3ccccc3)ccc2O1 ?
C diff growth: 8.2; GASC1 inh: 0.2; T cruzi growth: 94.3; Pf Dd2 inh: -68.3

What do the screens show for `C[C@H](CO)N1C[C@H](C)[C@H](CN(C)C(=O)NC2CCCC2)Oc2ncc(-c3cccc(F)c3)cc2C1=O`?
C diff growth: -0.5; GASC1 inh: -0.6; T cruzi growth: -49.3; Pf Dd2 inh: -44.9

What do the screens show for `C[C@@H]1CN([C@H](C)CO)C(=O)Cc2cc(NS(=O)(=O)c3ccc(Cl)cc3)ccc2O[C@H]1CN(C)S(=O)(=O)c1ccc(F)cc1`?
C diff growth: 7.4; GASC1 inh: -3.4; T cruzi growth: -5.5; Pf Dd2 inh: -7.5

How did O=C(CC1CC1)N1[C@H](CO)[C@H]2c3ccccc3N(S(=O)(=O)c3ccccc3)C[C@H]21 do in these assays?
C diff growth: 0.0; GASC1 inh: -1.8; T cruzi growth: 15.7; Pf Dd2 inh: -3.2
